Texas Red fluor: Texas Red region autofluorescence | 59,000 tested, 0.06% active | AID 587 | max dye-equivalent concentration, M | Compound fluorescence, Texas Red channel, 547/618 nm; active compounds read high; in the data active = max dye-equivalent concentration above about 10 nM; inconclusive = between about 1.1 nM and that limit
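Compound fluorescence was read after 15 min at room temperature in 100 mM Tris, pH 8.0, using 547 nm excitation and 618 nm emission across a concentration series. It was expressed as Texas Red dye-equivalent concentration from an on-plate standard curve.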
HEK293 cAMP ctrl: counter-screen for TSHR agonists: cAMP increase in parental HEK293; parental HEK293 CNG cAMP sensor, membrane potential fluorescence; 73,000 tested, 2.5% active; AID 938; Potency, µM (series often up to 57.1 µM), without a hit: at the highest dose activation, actives largely listed as activators; also: potency is read from the fitted curve at half-maximal effect; % of control where 0% means no effect; nearly all actives have a fitted effect of over 55% in size
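Parental HEK 293 cells stably expressing a cAMP-gated CNG channel were loaded with membrane potential dye containing 100 uM RO 20-1724 for 60 min. Compound added for 30 min; depolarization read as fluorescence intensity at 590 nm.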
4-MU autofl: compounds fluorescent in 4-MU spectral region | compound autofluorescence, 340/450 nm, 4-MU equivalents; active compounds read high | max dye-equivalent concentration, M | 59,000 tested, 11% active | AID 589; in the data active = max dye-equivalent concentration above about 10 nM; inconclusive = mostly about 1.1 nM to 9.6 nM
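Compounds in 100 mM Tris, pH 8.0, sat 15 min at room temperature before fluorescence was read at 340 nm excitation/450 nm emission; a per-plate six-point 4-MU standard curve converted signals to dye-equivalent concentration at each compound concentration.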
Casp7 inh: caspase-7 (human) inhibition, allosteric or competitive | P55210 | recombinant caspase-7, Ac-DEVD-AFC fluorescence rate | Potency, µM (top dose mostly 57.5 µM), for inactives: at the highest dose activity change, negative = inhibition, most hits filed as inhibitors | 75,000 tested, 0.02% active | AID 889; active = well fitted inhibition curve with a large enough effect in the main read-out, with a control signal flat, not every such curve was filed as active; inconclusive = small, poorly fitted or top-dose-only effect, or a change in a side signal; also: potency is read from the fitted curve at half-maximal effect; % of control where 0% means no effect
BRCT inh green: blocks human BRCA1 BRCT binding to phosphopeptide, green readout | P38398 | BRCA1 BRCT-phosphopeptide binding, green fluorescence polarization | Potency, µM (doses to about 76.9 µM), for inactives: at the top dose activity change, negative = inhibition, hits mostly inhibitors | 75,000 tested, 0.05% active;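 also: potency is read from the fitted curve at half-maximal effect; plate controls were peptide without protein for full effect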
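Fluorescence polarization: His-tagged BRCT (~35 kDa BRCA1 C-terminus, 250 nM) bound to 100 nM fluorescein-labeled phosphorylated 10-aa BACH1 peptide, pH 7.3 phosphate buffer with DTT and Tween 20. Compounds incubated 12 min at room temperature; inhibition read as lowered polarization.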
Fluorescein fluor: compound autofluorescence in fluorescein spectral region; Compound autofluorescence, 480/540 nm, fluorescein-equivalent; active compounds read high; max fluorescein-equivalent concentration, M; 59,000 tested, 0.91% active; in the data active = max fluorescein-equivalent concentration above about 10 nM; inconclusive = between about 1.1 nM and that limit
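Values reflect compound autofluorescence, normalized to fluorescein on the same plate and reported at each tested concentration. Conditions: 100 mM Tris pH 8.0, room temperature, 15 min, excitation 480 nm, emission 540 nm.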
USP2a inhib: USP2a (human) protease inhibition; USP2a enzymatic assay, qHTS inhibition; Potency, µM (doses to about 38.3 µM), for inactives: at the top dose activity change, negative = inhibition, hits mostly inhibitors; 60,000 tested, 0.1% active;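 also: potency is read from the fitted curve at half-maximal effect; nearly all actives have a fitted effect of over 60% in size; plate controls were DMSO for no effect and NEM full inhibition control for full effect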
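20 nM USP2 core + cpd, 30 min RT; add 20 nM Ub-PLA2/20 uM NBD C6-HPC; read Ex460/Em535 at 0 h and 2.5 h. Normalized to NEM; qHTS curve fit/classification.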
Caspase-1 inhib: blocks human caspase-1 allosterically or competitively. P29466. Caspase-1 enzyme, Ac-WEHD-AFC fluorogenic rate. Potency, µM (top dose mostly 57.5 µM), without a hit: top-dose activity change, negative = inhibition, usual class: inhibitors. 75,000 tested, 0.03% active;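 also: potency is read from the fitted curve at half-maximal effect; plate controls were vehicle for no effect and no substrate for full effect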
BRCT PPI red: inhibitors of human BRCA1 BRCT-phosphoprotein interaction (red fluorophore); BRCT-phosphopeptide binding, red fluorescence polarization; AID 892; Potency, µM (highest dose often 76.9 µM), for the others: top-dose activity change, negative = inhibition, most hits filed as inhibitors; 75,000 tested, 0.03% active; P38398; also: % is scaled to controls: 0 for no effect and ±100 for the full control effect
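Rhodamine-labelled pBACH1 10-mer (100 nM) bound to BRCT domain (100 nM) at pH 7.3; compounds incubated 12 min room temperature, polarization read. Free peptide defines full inhibition; unlabelled decapeptide titrated as control.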
A350 autofl: compounds fluorescent in Alexa 350 spectral region; Compound autofluorescence, 340/450 nm, Alexa 350 dye-equivalents; active compounds read high; max dye-equivalent concentration, M; 59,000 tested, 11% active; AID 590; in the data active = max dye-equivalent concentration above about 10 nM; inconclusive = mostly about 1.1 nM to 9.6 nM
Rhodamine autofl: compound fluoresces in the rhodamine spectral region; 59,000 tested, 0.05% active; max dye-equivalent concentration, M; AID 594; Rhodamine-region fluorescence, 547/598 nm, Tris buffer; active compounds read high; in the data active = max dye-equivalent concentration above about 11 nM; inconclusive = between about 1.1 nM and that limit
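Intrinsic compound fluorescence, ex 547 / em 598 nm, CCD imager. Tris 100 mM pH 8.0; 15 min RT. Output = rhodamine dye-equivalent concentration at each compound concentration.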
* marks the source's active call; other numbers are inactive results; i = inactive; ? = inconclusive; . = no result given; ! = not active in a repeat; [ ] = another dose, or the depositor's remark. Unless noted, calls follow the shape of the dose curve; as a rule, active = well fitted curve in the direction sought with a large enough effect; inconclusive = small, poorly fitted or top-dose-only effect, or another doubt; inactive = no such curve, though single readings can be large; an effect the other way counts as inactive or inconclusive.

canonical_smiles | Texas Red fluor | HEK293 cAMP ctrl | 4-MU autofl | Casp7 inh | BRCT inh green | Fluorescein fluor | USP2a inhib | Caspase-1 inhib | BRCT PPI red | A350 autofl | Rhodamine autofl
O=C(CC1(O)C(=O)Nc2cc(Cl)cc(Cl)c21)c1ccccc1O (stereo unspecified) | i | 7.8% | 7.13e-08M* | -1.9% | 0.2% | i | -5.7% | 0.3% | 0.3% | 7.1e-08M* | i
O=C(COc1ccccc1)NCCSCc1ccco1 | ? | 10.3% | i | -2.6% | -0.3% | i | 63.2%[activator] | 0.5% | 0.2% | i | i
Cc1cc(C)n(Cc2ccccc2F)c(=O)c1C#N | . | 15.5% | . | -1.9% | -2.1% | . | . | 2.6% | -1.0% | . | .
CN1CCCC(n2nc(Cc3ccc(Cl)cc3)c3ccccc3c2=O)CC1 (stereo unspecified) | . | . | . | -0.6% | 1.8%[3.08 µM] | . | 17.1% | 3.1% | 0.6% | . | .
CC(=O)Nc1ccc(CN2CCCCCCC2)cc1 | . | -4.0% | . | 0.6% | -1.0% | . | . | -4.0% | 0.1% | . | .
COC(=O)C1=C(C(C)=O)C(c2ccc(C(=O)OC)cc2)n2nnnc2N1 (stereo unspecified) | ? | 5.9% | i | -5.6% | -2.3% | i | -14.8% | -4.7% | 1.4% | ? | i
O=C(c1cccc(F)c1)N1CCN=C1SCc1cccnc1 | . | -7.4% | . | -0.5% | -2.5% | . | . | -0.6% | -0.9% | . | .
CC1(C)NC(=O)N(CCOCCSc2ccccc2)C1=O | i | -0.4% | i | 0.4% | -0.8% | i | 3.4% | -3.3% | -0.9% | i | i
Cc1ccc(C)c(N(C(=O)CCC(=O)Nc2cc(C)on2)C(C(=O)NC2CCCC2)c2ccco2)c1 (stereo unspecified) | i | 7.8% | i | -1.3% | -0.8% | ? | 25.6% | 0.1% | 2.3% | ? | i
CCCOc1nc2c(c(=O)n(C)c(=O)n2C)n1CC | i | 5.8% | 1.44e-08M* | -0.6% | -0.7% | ? | -7.4% | -1.9% | -1.3% | 1.46e-08M* | i
COC(=O)CSc1nsc(SCC(=O)OC)n1 | i | -1.7% | i | -1.3% | -0.5% | i | -6.5% | 0.3% | -0.3% | i | i
CCOc1ccc(-n2c(=O)cc(N3CCN(c4ccccc4)CC3)[nH]c2=O)cc1 | i | ? | i | -4.5% | 1.2% | i | 0.2% | 3.2% | -0.4% | i | i
Cn1c(CCNC(=O)c2ccc(F)cc2)nc2ccccc21 | i | -6.1% | i | 0.1% | -2.4% | i | 2.4% | 0.8% | -1.5% | i | i
O=c1[nH]n(-c2ncnc3c2cnn3-c2ccccc2)c(=O)c2ccccc12 | i | 7.4%[2.29 µM] | i | -0.4% | 0.4% | i | 10.7% | 2.7% | -2.1% | i | i
CCOC(=O)c1cccc(-n2c(C)nc3ccccc3c2=O)c1 | i | -0.2% | i | 2.6% | -0.9% | i | 0.5% | 0.0% | -2.0% | i | i
COc1ccc(-n2c(COc3ccc(C)cc3)nnc2SCC(N)=O)cc1 | ? | 5.3% | i | -1.3% | -1.2% | ? | 2.1% | 0.7% | -2.9% | i | i
CCN1CCCC1CNS(=O)(=O)c1ccc(C(=O)Nc2ccccc2)cc1 (stereo unspecified) | ? | 5.4% | i | -0.3% | 1.3% | i | -5.9% | -0.8% | -1.8% | i | i
CC(C)(CO)NC(=O)CCCOc1ccc(Cl)cc1Cl | . | -12.7% | . | 0.8% | 2.1% | . | 1.5% | -2.3% | 0.4% | . | .
CCCCNC(=O)OC1CCS(=O)(=O)C1 (stereo unspecified) | i | -2.3% | i | -0.9% | -1.9% | i | -4.8% | 4.2% | -0.1% | i | i
O=C1CC(c2ccco2)CC(O)=C1C=NCC1CCNCC1 (stereo unspecified) | . | -1.1% | . | -7.4% | 2.1% | . | 0.8% | -7.6% | -0.4% | . | .
O=C(Nc1ccc(-c2noc(-c3cccs3)n2)cc1)c1cccnc1 | i | -2.4% | ? | -2.0% | 0.3% | i | 28.6% | -2.3% | 0.7% | ? | i
CCOc1ccccc1-n1c(SCC(N)=O)nnc1-c1cccnc1 | i | 0.2% | ? | 0.6% | -1.5% | i | 4.7% | 0.3% | -0.8% | ? | i
CC(=O)Nc1ccc(N=Cc2nc(-c3ccc(C)cc3)oc2O)cc1 | i | -5.9% | ? | -9.6% | 11.7% | 1.58e-08M* | 22.5% | -6.2% | 0.0% | ? | i
Brc1[nH]nc2ccccc12 | i | -2.0% | i | 1.1% | 0.7% | i | -4.5% | -1.7% | 1.1% | i | i
c1coc(-c2nc3c4c5c(sc4ncn3n2)CCCC5)c1 | i | ? | i | -0.7% | -1.9% | i | 4.3% | 0.6% | -0.4% | i | i
CC1(C)c2ccccc2N2CC(=O)N(CC(N)=O)C21C (stereo unspecified) | ? | -1.6% | 1.43e-06M* | -1.7% | 63.1%[activator] | i | 9.2% | -0.5% | 20.3% | 2.03e-06M* | ?
O=C1C(SCCO)=C(SCCO)C(=O)c2ccccc21 | i | 25.1µM*! | i | -11.0% | 2.0% | ? | -0.1% | 15.8µM* | -3.5% | i | i
Cc1cccc(S(=O)(=O)c2c(N)n(/N=C/c3cccnc3)c3nc4ccccc4nc23)c1 | i | -3.6% | 2.26e-08M* | -1.4% | -3.0% | i | 20.2% | -0.5% | 0.8% | 2.79e-08M* | i
COCC(=O)N1CCC2(CCN(Cc3ccncc3)CC2)CC1 | i | ? | i | -1.8% | -1.7% | i | 7.8% | -12.7% | 0.2% | i | i
COc1ccc2oc(C(=O)OCC(=O)c3ccc4c(c3)OCCO4)c(C)c2c1 | ? | 20µM* | i | 5.9% | -0.5% | i | 21.7% | 0.1% | -0.4% | i | i
O=C(CCc1ccccc1)Nc1cc(Cl)ccc1O | . | -5.2% | . | -0.2% | -0.6% | . | -3.3% | -3.0% | -0.2% | . | .
COC(C)(C)[C@]12CC(O)(C(C)C)ON1[C@H]1CCCCC1N2O (stereo partly specified) | i | -0.2% | i | 0.8% | -2.4% | i | -0.7% | 1.1% | 0.3% | i | i
Clc1cccc(-c2nnc(SCc3nc4ccccc4[nH]3)n2Cc2ccco2)c1 | ? | ? | i | -16.2% | 1.2% | ? | 56.2%[activator] | -8.3% | -1.8% | i | i
CCOc1ccc(CCNC(=O)C2CCCN(c3nn4c(=O)cc(C)nc4s3)C2)cc1 (stereo unspecified) | i | 1.0% | i | 0.1% | 1.1% | i | 8.6% | 1.3% | -0.7% | i | i
O=C(CSc1nc2ccccc2[nH]1)NCCN1CCCCC1 | i | ? | i | -0.4% | 0.3% | i | -0.1% | -0.4% | -0.4% | i | i
Cc1nnc(SCC(=O)NCc2ccccc2)s1 | . | 2.7% | . | 0.9% | -2.1% | . | -2.4% | -3.6% | -1.7% | . | .
COc1ccccc1NC(=O)C1=C(C)Nc2nnnn2C1c1ccncc1 (stereo unspecified) | i | -5.9% | i | 1.1% | -1.8% | i | -3.0% | -1.2% | -0.4% | i | i
CCCCn1c(CN2CCN(CCO)CC2)nc2ccccc21 | i | ? | i | -1.2% | 2.1% | i | 8.8% | -2.8% | 1.0% | ? | i
Cc1cc(C)n2nc(C(=O)Nc3ccccc3N3CCOCC3)nc2n1 | ? | -1.1% | i | -2.3% | -0.7% | ? | 2.6% | -1.4% | 1.4% | i | i
CCOc1ccc2oc(C(=O)OCC(=O)NC(=O)NC3CCCC3)c(C)c2c1 | i | ? | i | -6.9% | -0.8% | ? | 24.4% | -5.8% | 2.1% | i | i
CCCc1cc(=O)[nH]c(SCC(=O)N(C)Cc2ccccc2)n1 | i | 5.3% | i | -0.6% | 0.8% | ? | 1.5% | 0.0% | 1.6% | i | i
Cc1ccc(-c2cc(C(=O)Nc3c(C#N)cnn3C)no2)cc1 | i | -2.2% | i | -2.3% | -0.3% | i | 4.7% | 2.9% | -0.8% | i | i
COC(=O)c1[nH]c2c(c1C)C(=O)CC(c1ccccc1)C2 (stereo unspecified) | i | 8.7% | i | 0.1% | 1.4% | ? | -19.5% | -0.1% | -4.2% | i | i
O=C(NC1CCN(Cc2ccccc2)CC1)C1CCN(S(=O)(=O)c2cccc3cccnc23)CC1 | . | 3.3% | . | 0.1% | -0.7% | . | . | -2.6% | -0.8% | . | .
O=c1c2c(nc3nc(SCc4ccccc4)[nH]n13)CCC2 | i | 11.3% | i | 2.1% | -0.6% | i | -1.0% | -2.2% | 0.5% | ? | i
COC(=O)CN(C(=O)CSc1nnc(-c2cccc(OC)c2)o1)c1ccc(OC)cc1 | i | ? | i | 0.3% | 0.0% | ? | 7.7% | -0.2% | -1.2% | i | i
COc1cccc(-c2nc(CS(=O)(=O)CC(=O)NCCCOC(C)C)c(C)o2)c1 | i | 5.8% | ? | 2.8% | 0.5% | i | 5.2% | 0.7% | 0.8% | ? | i
CCOc1ccccc1C1CC(=O)Nc2cc3c(cc21)OCO3 (stereo unspecified) | i | 24.6% | i | -0.9% | 1.1% | ? | 5.6% | -0.3% | -4.8% | i | i

In another format: entries from further up
Sequence of screens – Texas Red fluor	HEK293 cAMP ctrl	4-MU autofl	Casp7 inh	BRCT inh green	Fluorescein fluor	USP2a inhib	Caspase-1 inhib	BRCT PPI red	A350 autofl	Rhodamine autofl
COC(=O)c1[nH]c2c(c1C)C(=O)CC(c1ccccc1)C2 (stereo unspecified)
→ i	8.7%	i	0.1%	1.4%	?	-19.5%	-0.1%	-4.2%	i	i
O=C(NC1CCN(Cc2ccccc2)CC1)C1CCN(S(=O)(=O)c2cccc3cccnc23)CC1
→ .	3.3%	.	0.1%	-0.7%	.	.	-2.6%	-0.8%	.	.

A portion of the library; rates above refer to the full screens.
